High-throughput results deposited in PubChem BioAssay by National Center for Advancing Translational Sciences (NCATS).
LDHA block – qHTS assay for inhibitors of human lactate dehydrogenase | activity change, % (values are at about 110 or 230 µM) | AID 1347041, 2019 | hit rate 0.15% among 480,000 | purified LDHA, NADH/diaphorase-resazurin fluorescence; stronger effect = lower value; in the data active = activity change below about -30%; inconclusive = mostly about -25% to -30%;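 also: plate controls were DMSO wells for no effect and wells without enzyme for full effect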
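Resorufin fluorescence (ex540/em590), read at 0 and 20 min after diaphorase/resazurin addition, reports the NADH left after a 5 min room-temperature reaction of 2 nM human LDH5 with 0.06 mM NADH and 0.2 mM pyruvate.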
12-LOX inh – Primary qHTS assay for inhibitors of human arachidonate 12S-lipoxygenase (ALOX12): Round 2; Potency, µM (highest dose often 108 µM), inactives show at the highest dose activity change, negative = inhibition, actives largely listed as inhibitors; AID 1671190, 2021; hit rate 1.1% among 580,000; purified 12hLO, xylenol orange hydroperoxide absorbance; active = well fitted inhibition curve with a large enough effect; inconclusive = small, poorly fitted or top-dose-only effect, or another doubt; inactive = no such curve, though single readings can be large or run the other way; also: potency is read from the fitted curve at half-maximal effect
Target sequence (P18054 whole entry, looked up): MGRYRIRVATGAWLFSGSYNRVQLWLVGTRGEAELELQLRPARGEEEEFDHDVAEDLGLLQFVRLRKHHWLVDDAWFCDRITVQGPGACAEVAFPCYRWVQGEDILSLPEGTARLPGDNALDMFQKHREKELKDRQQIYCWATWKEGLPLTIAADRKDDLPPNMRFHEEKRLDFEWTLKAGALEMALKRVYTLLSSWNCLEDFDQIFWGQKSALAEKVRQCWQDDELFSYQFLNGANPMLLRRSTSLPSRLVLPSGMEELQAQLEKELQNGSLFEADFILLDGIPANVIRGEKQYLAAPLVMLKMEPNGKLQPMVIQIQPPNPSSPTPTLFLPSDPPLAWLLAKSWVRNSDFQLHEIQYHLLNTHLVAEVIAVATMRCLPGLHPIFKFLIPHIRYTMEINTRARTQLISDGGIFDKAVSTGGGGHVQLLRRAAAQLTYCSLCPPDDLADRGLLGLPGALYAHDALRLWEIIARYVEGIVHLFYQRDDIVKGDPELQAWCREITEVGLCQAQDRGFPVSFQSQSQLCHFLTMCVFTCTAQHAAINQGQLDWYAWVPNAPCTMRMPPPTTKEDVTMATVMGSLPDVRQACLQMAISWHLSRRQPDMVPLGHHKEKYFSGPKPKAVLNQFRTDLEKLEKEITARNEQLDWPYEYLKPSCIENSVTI
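Hydroperoxide product was detected by ferrous iron/xylenol orange as the 573 to 405 nm absorbance ratio. Arachidonic acid at 40 uM (final) was turned over for 30 min at room temperature by 150 nM human 12hLO, pH 7.0 Hepes buffer, after 15 min compound preincubation.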
* marks the source's active call; other numbers are inactive results; ? = inconclusive; [ ] = dose if it differs, or a comment. Unless noted, % is scaled to controls: 0 for no effect and ±100 for the full control effect. A portion of the library; count on the stated rates, not on these rows.

No.	smiles	LDHA block	12-LOX inh
1	COc1ccc(OCCNC(=O)C2(C)CCN2Cc2ccc3ccccc3c2)cc1 (stereo unspecified)	1	-1%
2	CCCOc1ccc(C(=O)Nc2ccc(-c3nc4ccccc4o3)cc2)cc1	2	24%
3	NS(=O)(=O)CC(=O)O	3	?
4	CC1CCN(c2nc3nonc3nc2Nc2cccc(Cl)c2)CC1	0	-37%
5	S=C(NCCc1ccccc1)Nc1ccc(Sc2ccc(Br)cc2)cc1	0	35µM*
6	COC(=O)CSc1nc(N)c2c3c(sc2n1)CCCCC3	12	10%
7	COC(=O)c1ccc(C)c(S(=O)(=O)Oc2ccc3ccc(=O)oc3c2)c1	-7	-2%
8	COc1cc2c(cc1OC)C(c1ccccc1)N(CC(O)CO)CC2 (stereo unspecified)	-22	15%

A draw from above in order of SMILES length, lowest first:
No.	smiles	LDHA block	12-LOX inh
3	NS(=O)(=O)CC(=O)O	3	?
4	CC1CCN(c2nc3nonc3nc2Nc2cccc(Cl)c2)CC1	0	-37%
2	CCCOc1ccc(C(=O)Nc2ccc(-c3nc4ccccc4o3)cc2)cc1	2	24%

Later entries.
No.	smiles	LDHA block	12-LOX inh
9	CCOC(=O)C1CCN(C(=O)CCC(=O)N2CCN(c3cccc(Cl)c3)CC2)CC1	-5	-7%
10	CC(C)(C)c1ccc(CNCCCC(=O)O)cc1	4	?
11	CCc1ccc(C(=O)N(Cc2ccco2)C2CC2)s1	13	?
12	COc1ccccc1Cc1nc2ccccc2nc1SCC(=O)Nc1ccccc1OC	11	13%
13	CC1(C)OC(=O)C2=C(C[C@@H](CCc3ccccc3)O[C@H]2C2CCCC2)O1	2	?
14	COCCNC(=O)C1(C)CCCN(CCS(=O)(=O)c2ccc(C)cc2)C1 (stereo unspecified)	-2	-3%
15	Cc1ccccc1CSc1nc2nccnc2c(=O)n1Cc1ccc2c(c1)OCO2	8	?
16	COc1cc(CN(CC(=O)NC(=O)NC(C)(C)C)C2CC2)ccc1OC(F)F	0	-26%

Going on with the list.
No.	smiles	LDHA block	12-LOX inh
17	CC(CC(=O)Nc1ccc(F)cc1)S(=O)(=O)c1ccc2c(c1)CCN2C(=O)C1CC1 (stereo unspecified)	3	-28%
18	CN(C(=O)C1Cc2c(-c3ccccc3Oc3ccccc3)ccnc2O1)c1ccccc1 (stereo unspecified)	-3	-1%
19	O=C(Nc1cccc(Br)c1)C1CCCCC1	0	-19%
20	COc1cccc(C(=O)Nc2cnc3ccccc3c2)c1	9	5%
21	Cc1cc(C(=O)NCc2cccnc2)sc1C	-20	3%
22	CCCNC(=O)c1nc[nH]c1C(=O)NCC1CCCCC1	4	12%
23	O=C(OCc1nc2ccccc2o1)c1cccc(S(=O)(=O)NC2CC2)c1	5	26%
24	Cc1ccc2c(ccc3ccccc32)n1	1	-1%

Other records follow:
No.	smiles	LDHA block	12-LOX inh
25	CCOC(=O)[C@]12CCCC=C1N(Cc1ccc3c(c1)OCO3)C(=O)[C@H](CC(=O)NCc1cccs1)C2	2	-23%
26	CCc1ccccc1NC(=O)CNC(=O)Cn1c(=O)n(CC)c2ccccc21	5	17%
27	Oc1ccc(Cl)cc1C=Nc1cc(C(F)(F)F)ccc1Oc1ccc(Cl)cc1	16	?
28	COc1ccc(N2C(=O)CC(Sc3nc(C)c4cc(OC)ccc4n3)C2=O)cc1 (stereo unspecified)	2	-6%
29	O=C(CSc1nc(-c2cccs2)nc2ccccc12)N1CCC1	4	-13%
30	O=C(NCc1ccc(F)cc1)Nc1nnc([C@@H]2C[C@H](O)[C@@H](CO)O2)s1	1	-5%
31	O=C(CCS(=O)(=O)c1ccc(Cl)cc1)N1CCN(c2nc3ccc(Cl)cc3s2)CC1	2	-24%
32	O=C(CCC1CCCC1)NCc1ccco1	-1	-20%

(list continues)
No.	smiles	LDHA block	12-LOX inh
33	Cc1cccnc1CNC(=O)C1(C)CCCN1CC(C)C (stereo unspecified)	-16	5%
34	O=C(NNC(=O)C1CCCCC1)c1ccccc1F	0	12%
35	O=C(COC(=O)c1ccc2ccccc2n1)Nc1cc(F)ccc1F	13	?
36	COc1cccc(/C=C2\Oc3cc(OS(C)(=O)=O)ccc3C2=O)c1OC	0	-3%
37	Cc1cc(C)n(-c2nc3ccccc3nc2N2CCN(S(=O)(=O)c3ccc(C)c(C)c3)CC2)n1	-30*	30%
38	CC(C)Nc1sc(C(=O)c2ccccc2)c(N)c1C#N	11	-12%
39	Fc1ccc(OCc2nn3c(CSc4ccccc4)nnc3s2)cc1	-3	0%
40	Cc1ccc(C(=O)OCCOc2ccc(C#N)cc2)cc1F	-5	?

(more compounds)
No.	smiles	LDHA block	12-LOX inh
41	CC(C)Oc1cc(F)ccc1-c1cc(C(=O)Nc2ccccc2)[nH]n1	-2	-2%
42	COC(=O)c1ccc2nc(-c3ccco3)c(Cc3ccccc3)n2c1	-1	40µM*
43	Cc1ccccc1NS(=O)(=O)c1ccc(C(=O)NCc2cccnc2)cc1	-4	5%
44	CCC(C)NC(=O)c1cc(-c2ccc(C)s2)nc2ccccc12 (stereo unspecified)	12	5%
45	CC(C)N(C)S(=O)(=O)c1ccc(NC(=O)c2cc3ccccc3oc2=O)cc1	3	-4%
46	CN1OC[C@@H]2CN(C(=O)C(C)(C)C)[C@H](c3ccc(-c4cccnc4)cc3)C[C@@H]21	-8	-1%
47	CCOc1ccc(C(C)=O)cc1COc1ccc2c(CC)cc(=O)oc2c1	-10	?
48	CCN(CC)c1nc2ccccc2nc1C(=O)Nc1ccc(C(=O)OC)cc1	11	11%

Other compounds.
No.	smiles	LDHA block	12-LOX inh
49	O=C(Nc1ccc(OCc2cc(=O)n3ccsc3n2)cc1)C1CCCCC1	4	0%
50	CCOc1ccccc1NC(=O)c1cc2c(=O)n3ccccc3nc2n1C	4	6%
51	Cc1cccc(Nc2nc3ccccc3nc2NS(=O)(=O)c2cccc3nsnc23)c1	11	?
52	COC(=O)[C@@]12C[C@@H](CC(=O)NCC34CC5CC(CC(C5)C3)C4)C(=O)N(Cc3ccco3)C1=CCC(C)(C)C2	-4	-8%
53	O=C(Nc1ccccc1)C1Cc2c(-c3cccc(F)c3)ccnc2O1 (stereo unspecified)	-7	-9%
54	CCCCC(=O)Nc1nonc1-c1ccc(F)cc1	2	16%
55	Cc1ccc(NC(=O)CCc2ncc(-c3ccccc3F)o2)cc1C	5	5%
56	CC(C)(C)c1ccc(-c2nnc(SCCOc3ccccc3Cl)n2-c2ccccc2)cc1	9	-4%

The listing continues:
No.	smiles	LDHA block	12-LOX inh
57	COc1ccc(NC(=O)c2cccc(C)c2)c2cccnc12	-16	31%
58	Cc1cc(N2CCOCC2)nc(N2CCN(C(=O)Nc3ccccc3)CC2)n1	2	?
59	CCOc1ccc(/C=C/c2nc(C#N)c(NCCCn3ccnc3)o2)cc1	-6	45%[activator]
60	CCCNC(=O)NC(=O)CN1CCCN(Cc2ccc(C#N)cc2)CC1	4	?
61	CSCCC(NC(=O)c1ccc(C#CC(C)(C)O)cc1)C(=O)O (stereo unspecified)	-11	1%
62	Cc1cccc(OCC(=O)NNC(=O)c2ccc3c(c2)NC(=O)C(C)S3)c1 (stereo unspecified)	9	15%
63	Cc1nn(C)c(C)c1CCC(=O)Nc1nccs1	-4	?
64	CCOc1ccc(NC(=O)Cc2coc3cc(C)c(C(C)C)cc23)cc1S(=O)(=O)N1CCCC1	13	-8%

(more compounds)
No.	smiles	LDHA block	12-LOX inh
65	COc1ccc(C(=O)COc2ccc(C#N)cc2OC)cc1F	-4	-4%
66	Cc1cc(NC(=O)C(C)Sc2nnc3c(Cl)cc(C(F)(F)F)cn23)no1 (stereo unspecified)	3	3%
67	NC(=O)CN1c2ccc(F)cc2-c2ccccc2S1(=O)=O	-1	7%
68	N#C/C(=C\c1cccc(OCCOc2ccccc2)c1)c1nc2ccccc2[nH]1	6	40%[activator]
69	O=C(c1ccc2c(c1)nc1n2CCCC1)N1CCN(c2ccccc2)CC1	-3	-3%
70	O=C(O)CCSc1ccccc1F	4	6%
71	CC1(C)Cc2ccccc2C(NC(=O)c2ccc(Cl)cc2Cl)=C1C#N	4	19%
72	OCc1ccccc1-c1cnc2cccnn12	-5	1%

Carrying on:
No.	smiles	LDHA block	12-LOX inh
73	Fc1ccc(OCc2nnc(-c3ccc(Br)cc3)o2)cc1	8	16%
74	COC(=O)c1sc(NC(=O)C2CCCCC2)c(C(=O)OC)c1C	9	-5%
75	O=C(NCc1ccccc1)C1C(c2ccc3c(c2)OCO3)=Nc2ccccc2N1C(=O)c1cccc(C(F)(F)F)c1 (stereo unspecified)	-7	?
76	Cn1cc(/C=C(\NC(=O)c2ccco2)C(=O)NCCO)c2ccccc21	0	1%
77	O=C(O)CC1C(=O)NCCN1Cc1c(F)cccc1Cl (stereo unspecified)	3	-3%
78	COc1cc(-c2nnc(SCC(=O)NC(C)c3ccc4c(c3)CCCC4)o2)cc(OC)c1OC (stereo unspecified)	6	16%
79	CCN(C(C)=O)C1CCN(C(C)c2ccccc2)C1 (stereo unspecified)	0	6%
80	Cc1ccc(CN2C(=O)c3ccccc3C2c2nnnn2-c2c(C)cccc2C)cc1 (stereo unspecified)	-3	-11%

Later entries
No.	smiles	LDHA block	12-LOX inh
81	COc1ccccc1/C=C/c1nc(C#N)c(N2CCN(Cc3ccccc3)CC2)o1	-12	-8%
82	Cc1cc(C)cc(Nc2nc(-c3cccnc3)nc3ccccc23)c1	-3	?
83	CC(C)(CNC(=O)C1CCCC1)c1ccccc1	-3	?
84	CCNC(=O)C1(C)CCCN(Cc2csc(-c3ccc(Cl)cc3)n2)C1 (stereo unspecified)	-11	-12%
85	CCCCCOc1ccc(C(=O)C2CC2)cc1	8	?
86	COC(=O)c1ccc2nc(-c3ccc(F)cc3)c(Cc3cccc(Cl)c3)n2c1	-3	-5%
87	CCCCCCCCCCS(=O)(=O)Nc1cc(Br)c2cccnc2c1	20	28%
88	Cc1ccc2c(=O)cc(C(=O)NCc3ccc4c(c3)OCO4)oc2c1C	7	-3%

The results go on:
No.	smiles	LDHA block	12-LOX inh
89	CCOc1cc(CNCc2ccco2)ccc1O	5	?
90	CCNC(=O)c1ccccc1OCc1ccc(F)cc1	5	39%[activator]
91	CC1(C(=O)NCc2ccccc2)CN(S(C)(=O)=O)CC(=O)N1C1CCN(Cc2ccccc2)CC1 (stereo unspecified)	0	-37%
92	C=C(C)Cn1c(N2CCC(C(N)=O)CC2)nc2c1c(=O)[nH]c(=O)n2C	1	0%
93	CCOc1cc(C(=O)OC(C)C(N)=O)ccc1OC (stereo unspecified)	1	-11%
94	CC(=O)c1ccc(OCc2nnn(CC(=O)NS(=O)(=O)Cc3ccccc3)c2-c2ccccc2)cc1	-6	-1%
95	Cc1ccc2nc(C)c(C(=O)N(C)CCOc3ccc(F)cc3)cc2c1	20	?
96	COC(=O)c1ccc(CNC(=O)CC2Sc3ccccc3NC2=O)cc1 (stereo unspecified)	10	0%

New compounds follow:
No.	smiles	LDHA block	12-LOX inh
97	CCOCc1ccccc1CNC(=O)c1cccs1	-2	30%
98	COc1ccc(C(=O)Oc2ccccc2C)cc1Br	7	?
99	O/N=C/c1cccc(Cl)c1	6	13%
100	Fc1ccc(Br)cc1-c1nnc2sc(Cn3cccn3)nn12	-23	?
101	O=S(=O)(NC1=NCN(Cc2cccnc2)CN1)c1ccc(Cl)cc1	-4	16%
102	O=C(O)CNS(=O)(=O)c1ccc(C(=O)/C=C/c2ccc(Cl)cc2)cc1	-2	-13%
103	CC(NC(=O)CCCc1c[nH]c2ccccc12)c1cccc(F)c1 (stereo unspecified)	7	?
104	CC(C)CNc1nc(C(=O)Nc2ccc3cc[nH]c3c2)cs1	7	17%

Remaining list, next part:
No.	smiles	LDHA block	12-LOX inh
105	COC(=O)C1CCC/C(=C\c2ccc(Cl)cc2)C1=O (stereo unspecified)	-6	-16%
106	Cc1cc(=O)oc2c(C)c(OC(C)C(=O)NC3CC(C)(C)NC(C)(C)C3)ccc12 (stereo unspecified)	5	3%
107	CCOC(=O)N1CCN(C(=O)C[C@@H]2C[C@@]3(C(=O)OC)CC(C)(C)CC=C3N(CCc3ccc(OC)c(OC)c3)C2=O)CC1	-1	1%
108	CC(NC(=O)NCCNc1cnccn1)c1ccc(C#N)cc1 (stereo unspecified)	-21	-29%
109	CCCS(=O)(=O)NC(=O)C1(C)CCCN(C(=O)c2ccc3ccccc3n2)C1 (stereo unspecified)	-9	-18%
110	O=C1NC2(C(=O)Nc3cccc(Cl)c3)CCC(=O)N2c2ccccc21 (stereo unspecified)	-1	36%[activator]
111	CCn1cc(C(=O)NCCCC(N)=O)c2ccccc21	-1	-5%
112	Cc1ccccc1NC(CNS(=O)(=O)c1ccccc1)c1ccccc1 (stereo unspecified)	12	?
113	Cc1cccc(-n2nnc(C(=O)NC3CCCCC3)c2N)c1	1	-9%
114	Cc1sc(NC(=O)COc2ccccc2)c(C(N)=O)c1C	-1	?
